Screening data as filed in PubChem BioAssay.
ER stress death – protection against thapsigargin ER stress killing – CSM14.1 cells, ATP luminescence, primary screen | hit rate 0.33% among 48,000 | relative survival (cellular ATP), % at 15 µg/mL (by protocol) | CSM14.1 thapsigargin ER stress survival;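 active = survival measured by cellular ATP above 50% at 15 µg/ml in the first screen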;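 note: cell death triggered by about 15 µM thapsigargin; ATP read 24 h after thapsigargin was added; plate controls were thapsigargin with DMSO for no effect and DMSO without thapsigargin for full effect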
* marks the source's active call; other numbers are inactive results. The list is partial (hit frequency here may not be typical).

SMILES	ER stress death
CN(C)CCNc1ncnc2ccc(Br)cc12	-1
CC(=O)C(=Nc1ccccc1Cl)NNc1cccc(Cl)c1C	-7
CC(=O)c1ccc(NC2=C(Cl)C(=O)c3ccccc3C2=O)cc1	10
COc1cccc(/C=C2/SC(=S)N(CCC(=O)Nc3nnc(C)s3)C2=O)c1	-3
Cc1c(Cl)cccc1NC(=O)C(C)C	11
COc1ccc(C(=O)N2CCN(Cc3cccc(C)c3)CC2)cc1	9
O=C(Nc1ccc(Cl)cc1)Nc1nnc(-c2cccc(Br)c2)s1	-8
CCOC(=O)c1csc(NC(=O)c2ccc(C(=O)c3ccccc3)cc2)n1	6
Cc1cc(Br)ccc1N1C(=O)/C(=C/c2cc(C)n(C)c2C)C(=O)NC1=S	-1
CCN(CC)c1ccc(NC(=O)CCN2C(=O)c3ccccc3C2=O)cc1	1

A portion from the list above:
SMILES	ER stress death
CC(=O)C(=Nc1ccccc1Cl)NNc1cccc(Cl)c1C	-7
CC(=O)c1ccc(NC2=C(Cl)C(=O)c3ccccc3C2=O)cc1	10
COc1cccc(/C=C2/SC(=S)N(CCC(=O)Nc3nnc(C)s3)C2=O)c1	-3

Other compounds follow.
SMILES	ER stress death
COc1ccc(Br)cc1/C=C1/SC(=S)N(c2cccc(C(F)(F)F)c2)C1=O	0
NC1=NC2(CCCCC2)N=C(Nc2ccc(F)cc2F)N1	2
COc1ccc(C2NC(=O)CCC2[N+](=O)[O-])c(OC)c1OC (stereo not drawn)	10
COc1ccc(C2=NCCNC(C(F)(F)F)=C2)cc1	-8
COc1ccc(NC(=O)c2sc(N)c(C(=O)OC(C)C)c2C)cc1	-3
CCOc1ccc(N2C(=O)CC(Cc3ccccc3)C2=O)cc1 (stereo not drawn)	2
O=c1c2ccccc2nc(/C=C/c2ccccc2[N+](=O)[O-])n1-c1cccc2ccccc12	4
O=C(COc1ccc2ccccc2c1)N1CCc2ccccc21	-3
O=C(Nc1ccccc1)Nc1nc(C(c2ccccc2)c2ccccc2)cs1	3
COc1cccc(OCCCN2CCOCC2)c1	-5
Cc1ccsc1C=NN1CCN(Cc2ccccc2)CC1	11
COc1ccc(NC(=O)C2=C(C)NC(=S)NC2c2ccc(Br)cc2)cc1 (stereo not drawn)	8
O=C1CCC(=O)N1c1ccc(-c2nc3ccc(N4C(=O)CCC4=O)cc3[nH]2)cc1	-6
Cc1cc2nc(SCc3ccccc3Cl)[nH]c2cc1C	7
C=CCc1c(C)nc2cc(-c3ccc(F)cc3)[nH]n2c1=O	0
CC(C)(Oc1ccc(CCNC(=O)c2ccc(-c3ccc(Cl)cc3)o2)cc1)C(=O)O	-5
Cc1ccc(C(=O)Nc2ccc(-c3nc4cc5ccccc5cc4[nH]3)cc2)cc1[N+](=O)[O-]	7
O=C(O)c1cccc(NCCC(=O)c2ccccc2)c1	8
COCCOC(=O)C1=C(C)NC2=C(C(=O)CCC2)C1c1ccc(OCc2ccccc2)c(OC)c1 (stereo not drawn)	-2
Cc1[nH]n(-c2ccc([N+](=O)[O-])cc2)c(=O)c1C=NCc1ccc(Cl)cc1	8
O=C(ON=C1c2ccccc2-c2ccccc21)c1ccccc1F	4
CC(C)(C)c1ccc(OCC(=O)Nc2ccc3oc(-c4cccnc4)nc3c2)cc1	6
O=C1OC(c2ccc(F)cc2)=N/C1=C\c1cccc(Br)c1	-10
COc1ccc(-n2nc3cc(C)c(NC(=O)c4ccc(C)cc4)cc3n2)cc1	7
COc1cc(C(=O)Nc2ccc(NC(=O)c3cccs3)c(C)c2)cc(OC)c1OC	5
CCCc1c(C)[nH]c2ccc(NC(C)=O)cc2c1=O	4
O=C(O)C(c1ccccc1)C(C(=O)O)c1ccccc1 (stereo not drawn)	4
Cc1cc(NC(=O)/C=C/c2ccccc2Cl)ccc1Br	2
COc1ccc(S(=O)(=O)N2CCN(Cc3ccccc3C(F)(F)F)CC2)cc1	2
Cc1ccc(O)c(N2C(=O)c3ccc(C(=O)c4cccc([N+](=O)[O-])c4)cc3C2=O)c1	-3
O=[N+]([O-])c1ccc(/C(=N/O)c2ccncc2)cc1	4
Cc1ccc(-c2noc(COc3ccc(C(C)(C)C)cc3)n2)cc1	5
Cc1ccc(-c2nc3ncccc3o2)cc1NC(=O)c1cccc([N+](=O)[O-])c1	12
CCN1C(=O)/C(=C2\SC(=S)N(c3cc(OC)ccc3OC)C2=O)c2ccccc21	26
O=C(NCCCN1CCOCC1)c1ccc(S(=O)(=O)N2CCOCC2)cc1	-1
O=C(CSc1nc2ccc([N+](=O)[O-])cc2[nH]1)c1ccc2ccccc2c1	2
COc1ccc(OC)c(N(CC(=O)NC(C)(C)CO)S(=O)(=O)c2ccccc2)c1	3
CCc1ccc(NC(=O)/C=C/c2ccc(OC)cc2)cc1	1
COc1ccc(Cl)cc1C(=O)Nc1nc(-c2ccc(Cl)cc2Cl)cs1	4
COc1ccc(C(=O)Nc2ccc(N3CCOCC3)cc2)cc1OC	5
O=C1OC(c2cccc(F)c2)=N/C1=C\c1cccs1	3
COc1ccc(NC(=O)Nc2ccccc2)c(OC)c1	1
COC(=O)c1ccc(COc2ccc3c(C)cc(=O)oc3c2)cc1	6
CC(=O)/C(N=Nc1ccc2c(c1)OCCO2)=C(\C)O	-1
C=CCn1cc(F)c(=O)n(CC=C)c1=O	16
Cc1cccc(OCC(=O)N=Nc2c(O)[nH]c3ccc([N+](=O)[O-])cc23)c1	16
O=C(NCCc1cccc(Cl)c1)c1cccc([N+](=O)[O-])c1	0
COc1ccc([N+](=O)[O-])cc1-c1ccc(/C=N\Nc2ccc([N+](=O)[O-])cn2)o1	-4
COc1cccc(C(=O)Nc2cccc3ccccc23)c1	2
Cc1cc(C)cc(N(CC(=O)NCc2ccco2)S(=O)(=O)c2ccccc2)c1	2

Other entries follow.
SMILES	ER stress death
CCCS(=O)(=O)c1c(S(=O)(=O)CCC)c2ccccn2c1C(=O)c1ccc(C)cc1	2
CCOC(=O)c1sc(NC(=O)c2cc(Cl)ccc2[N+](=O)[O-])c(C(=O)OCC)c1C	5
O=[N+]([O-])c1cccc(N=Cc2ccc[nH]2)c1	6
O=C(Nc1ccc2ccccc2c1)C1COc2ccccc2O1 (stereo not drawn)	9
O=C(Nc1ccccc1)c1ccc(CN2CCN(c3ccccc3)CC2)cc1	2
Cc1ccc(/C=C/C(=O)Nc2ccccc2Cl)o1	0
CCOC(=O)C1=C(C)N=c2s/c(=C\c3ccc(C)cc3)c(=O)n2C1c1ccc(OC)cc1 (stereo not drawn)	1
O=C(Nc1cc(C(F)(F)F)ccc1Cl)c1ccccc1[N+](=O)[O-]	2
Cn1c(SCC(=O)N/N=C/c2ccc(O)cc2O)nc2ccccc21	13
CCc1ccc(-c2csc(NC(=O)C3C4CCC(C4)C3C(=O)O)n2)cc1 (stereo not drawn)	4
Cc1c(NC(=O)CN(c2ccc(Oc3ccccc3)cc2)S(C)(=O)=O)c(=O)n(-c2ccccc2)n1C	2
CCOC(=O)c1sc(NC(=O)COc2ccc(Cl)cc2Cl)c(C(=O)OCC)c1C	-12
Cc1cc(NC(=O)CCN2C(=O)/C(=C/c3ccccc3)SC2=S)no1	10
COc1cc(Br)c(C2C3=C(CC(C)(C)CC3=O)OC3=C2C(=O)CC(C)(C)C3)cc1OC	4
COc1ccc(N=C2C(=O)Nc3ccc(C)c(Br)c32)cc1	9
O=C(Nc1ccccc1O)c1ccc2c(c1)C(=O)N(c1ccc(Cl)cc1)C2=O	3
O=C1NC(=S)N/C1=C/c1ccccn1	10
COc1ccc(/C=C2\N=C(c3ccccc3I)OC2=O)cc1	-4
CCOC(=O)c1ccc(N2C(=O)C3C4C=CC(C4=C(C)C)C3C2=O)cc1 (stereo not drawn)	-1
COCC(O)CS(=O)(=O)Cc1ccc(Cl)cc1 (stereo not drawn)	5
COc1ccc(/C=N\NC(=O)CNc2ccc(C)cc2)cc1Br	6
COC(=O)c1ccc(NC(=S)NC(=O)CCN2C(=O)c3ccccc3C2=O)cc1	8
Oc1ccc(/C=N/Nc2nncc(-c3ccccc3)n2)c(O)c1	5
COc1ccc(S(=O)(=O)N2CCN(Cc3ccccc3Br)CC2)cc1	2
CC(=O)c1nc2cc([N+](=O)[O-])ccc2n1Cc1ccccc1	1
COc1cc(NC(=O)Cc2ccc(Cl)cc2)cc(OC)c1	-3
O=C(c1nn2c(c1Br)NC(c1cccs1)CC2C(F)(F)F)N1CCCc2ccccc21 (stereo not drawn)	3
O=S(=O)(Nc1ccc(O)c(-c2c(O)ccc3ccccc23)c1)c1ccccc1	-23
O=C(c1cccnc1)N1CCN(C(=O)C(c2ccccc2)c2ccccc2)CC1	4
CCOC(=O)c1c(-c2ccccc2)nn(-c2ccccc2)c1C	4
O=C(CSc1ncn[nH]1)Nc1ccccc1F	-3
O=C(NCc1ccco1)N1CCCCC1	-8
CCOC(=O)c1ccc(-n2c(-c3ccco3)nc3ccccc3c2=O)cc1	-2
Cn1c(=O)c(C(=O)Nc2ccccc2O)c(O)c2ccccc21	1
CCOC(=O)c1c(C)oc2ccc(OCC(=O)c3ccc(Br)cc3)cc12	5
COc1ccc(OCC(=O)N/N=C/c2ccc(OC)c(Br)c2)cc1	8
CCOC(=O)c1ccccc1NC(=O)CN(c1ccc(OC)cc1)S(=O)(=O)c1ccc(C)cc1	6
COc1ccc(OC)c(NC(=O)COc2ccc(Cl)c(C)c2)c1	-4
Cc1nn(C(=O)c2ccncc2)c(C)c1Sc1ccc(Br)cc1	-2
O=C(COc1ccc(/C=N/NS(=O)(=O)c2ccccc2)cc1)Nc1ccc(F)cc1	13
Cn1c(O)c(N=NC(=O)COc2ccc3ccccc3c2)c2cc(Br)ccc21	5
O=C(COc1ccc(Br)cc1)NC12CC3CC(CC(C3)C1)C2	8
COc1ccc(Br)cc1CN1CCN(S(C)(=O)=O)CC1	9
Cc1cccc2c1N(C(=O)c1ccco1)C(C)(C)c1ssc(=S)c1-2	1
COC(=O)c1sc(NC(=O)COc2ccc3ccccc3c2)c(C(N)=O)c1C	5
Cc1ccc(OCCn2ccnc2)cc1	2
O=C(Nc1ccc(F)cc1)C1CC1(c1ccccc1)c1ccccc1 (stereo not drawn)	5
COc1ccc(C2CC(C(F)(F)F)n3ncc(C(=O)Nc4ccccc4SC)c3N2)cc1 (stereo not drawn)	12
CN(C)c1ccc(NS(=O)(=O)c2ccc(N3C(=O)c4ccccc4C3=O)cc2)cc1	-2
Cc1cccc(C(=O)Nc2sc3c(c2C(=O)NCc2ccco2)CCC(C)C3)c1 (stereo not drawn)	6

(next part)
SMILES	ER stress death
O=C(CCCN1C(=O)/C(=C\c2cccs2)SC1=S)Nc1ccc(F)c(Cl)c1	21
O=C(Nc1ccc(I)cc1Cl)c1ccc2ccccc2c1	6
O=C1C2C3C=CC(C2C(=O)N1c1ccccc1)C1C(=O)N(c2ccccc2)C(=O)C31 (stereo not drawn)	5
CC1(CC(=O)N/N=C/c2cc(Br)c(O)cc2O)OCCO1	8
COc1ccc(NC(=O)C(=O)NCCN2CCN(C(=O)c3ccccc3Cl)CC2)cc1	0
O=C(N=Nc1c(O)[nH]c2ccccc12)c1ccccn1	-5
COc1ccccc1C(=O)NCC(=O)O	2
CCOC1(c2ccccc2)c2ccccc2Oc2ccccc21	-5
Cc1ccc(CC2CC(=O)N(c3ccc(F)cc3)C2=O)cc1 (stereo not drawn)	7
C=CCNC(=O)C1(c2ccccc2)CC1(Cl)Cl (stereo not drawn)	6
CCN(CC)CCOc1ccc(Cl)c(C)c1	-4
O=[N+]([O-])c1cccc(C2CC(c3ccccc3)=NN2c2ccccc2)c1 (stereo not drawn)	2
O=C(Nc1c(Cl)cccc1Cl)c1ccccc1[N+](=O)[O-]	3
COc1ccc(C2NC(c3ccc(OC)cc3)C(c3ccccc3)C(=O)C2c2ccccc2)cc1 (stereo not drawn)	1
CS(=O)(=O)N(CC(=O)Nc1ccc(Oc2ccccc2)cc1)c1ccc(Cl)cc1	7
CCOc1ccccc1NC(=O)c1cc2cc([N+](=O)[O-])ccc2oc1=O	16
Cc1ccoc1C(=O)Nc1cccc2ccccc12	-1
O=C(/C=C/c1ccc(F)cc1)n1cnc2ccccc21	0
CCN(CC)c1ccc(C(=O)NCc2ccco2)cc1	8
COc1ccccc1C(=O)Nc1ccc(C)cc1[N+](=O)[O-]	2
O=C(Nc1ccc(-c2ccc(NC(=O)c3ccccc3Cl)cc2)cc1)c1ccccc1Cl	20
Cc1cc[n+](CC(=O)OC23CC4CC(CC(C4)C2)C3)cc1	1

By substructure, the entries above containing fluorine
SMILES	ER stress death
COc1ccc(Br)cc1/C=C1/SC(=S)N(c2cccc(C(F)(F)F)c2)C1=O	0
NC1=NC2(CCCCC2)N=C(Nc2ccc(F)cc2F)N1	2
COc1ccc(C2=NCCNC(C(F)(F)F)=C2)cc1	-8
C=CCc1c(C)nc2cc(-c3ccc(F)cc3)[nH]n2c1=O	0
O=C(ON=C1c2ccccc2-c2ccccc21)c1ccccc1F	4
O=C1OC(c2ccc(F)cc2)=N/C1=C\c1cccc(Br)c1	-10
COc1ccc(S(=O)(=O)N2CCN(Cc3ccccc3C(F)(F)F)CC2)cc1	2
O=C1OC(c2cccc(F)c2)=N/C1=C\c1cccs1	3
C=CCn1cc(F)c(=O)n(CC=C)c1=O	16
O=C(Nc1cc(C(F)(F)F)ccc1Cl)c1ccccc1[N+](=O)[O-]	2
O=C(c1nn2c(c1Br)NC(c1cccs1)CC2C(F)(F)F)N1CCCc2ccccc21 (stereo not drawn)	3
O=C(CSc1ncn[nH]1)Nc1ccccc1F	-3
O=C(COc1ccc(/C=N/NS(=O)(=O)c2ccccc2)cc1)Nc1ccc(F)cc1	13
O=C(Nc1ccc(F)cc1)C1CC1(c1ccccc1)c1ccccc1 (stereo not drawn)	5
COc1ccc(C2CC(C(F)(F)F)n3ncc(C(=O)Nc4ccccc4SC)c3N2)cc1 (stereo not drawn)	12
O=C(CCCN1C(=O)/C(=C\c2cccs2)SC1=S)Nc1ccc(F)c(Cl)c1	21
Cc1ccc(CC2CC(=O)N(c3ccc(F)cc3)C2=O)cc1 (stereo not drawn)	7
O=C(/C=C/c1ccc(F)cc1)n1cnc2ccccc21	0
